Assay outcomes as filed in PubChem.
BH1578 lux ind: quorum light induction in luxS cqsA deficient V. cholerae; V. cholerae BH1578 lux reporter, luminescence, 6 h; activation, % at 18.7 µM; 350,000 compounds, 0.16% hits; AID 588436; in the data active means activation mostly above about 9.7%, no sharp cut-off; further: not every result past the cut was called active; inactives centre near 0; reference of the scale not given here
Mtb UGM inh: blocks M. tuberculosis UGM enzyme; P9WIQ1; purified UGM, fluorescence polarization probe displacement; inhibition, % at 10 µM; 320,000 compounds, 0.06% hits; AID 504406; in the data active means inhibition above about 10%, passing the limit was not always enough
Mtb BioA inh: inhibitors of Mycobacterium tuberculosis BioA enzyme | AID 602481 | 360,000 compounds, 0.096% hits | inhibition, % at 9.99 µM | purified M. tuberculosis BioA enzyme, plate reader; in the data active means inhibition above about 40%
MazEF act: increases E. coli MazEF RNase cleavage of RNA | AID 504720 | P0AE70 | 350,000 compounds, 0.32% hits | FAM/BHQ RNA-DNA oligo cleavage fluorescence, 5 h | activation, % at 20 µM; in the data active means activation above about 50%
Target sequence (P0AE70 whole entry, looked up): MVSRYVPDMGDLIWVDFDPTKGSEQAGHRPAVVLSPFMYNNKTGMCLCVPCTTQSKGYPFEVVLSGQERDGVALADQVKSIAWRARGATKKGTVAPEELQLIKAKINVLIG
PriA SSB inh: K. pneumoniae PriA-SSBct interaction inhibition. AlphaScreen SSBct-PriA binding, biotinylated peptide. inhibition, % at 33 µM. 430,000 compounds, 0.6% hits. AID 1272365; in the data active means inhibition mostly above about 37%, no sharp cut-off; inactive means mostly below about 20%;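 further: plate controls were negative control peptide for no effect and reference peptide for full effect; strong numbers were not always called active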
DUSP3 inh: blocks human VHR1 dual specificity phosphatase. P51452. recombinant VHR phosphatase, pNPP absorbance. inhibition, % at 13.3 µM. 290,000 compounds, 0.52% hits. AID 1654; in the data active means inhibition above about 50%; further: some compounds called inactive have numbers as strong as hits
Target sequence (P51452 whole entry, looked up): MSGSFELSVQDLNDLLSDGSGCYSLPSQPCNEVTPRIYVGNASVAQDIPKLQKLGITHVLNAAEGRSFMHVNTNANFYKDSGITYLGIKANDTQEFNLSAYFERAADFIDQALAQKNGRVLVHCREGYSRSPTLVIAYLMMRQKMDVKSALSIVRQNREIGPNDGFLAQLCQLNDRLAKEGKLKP
Rv3671c protease: inhibits the M. tuberculosis serine protease Rv3671c. P9WHR9. inhibition, % at 5.96 µM. 320,000 compounds, 0.048% hits. AID 2606; in the data active means inhibition above about 38%;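 further: extracellular domain of Rv3671c used as enzyme; 0% = enzyme with DMSO and 100% = no enzyme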
Target sequence (P9WHR9 whole entry, looked up, the tested form may be a part): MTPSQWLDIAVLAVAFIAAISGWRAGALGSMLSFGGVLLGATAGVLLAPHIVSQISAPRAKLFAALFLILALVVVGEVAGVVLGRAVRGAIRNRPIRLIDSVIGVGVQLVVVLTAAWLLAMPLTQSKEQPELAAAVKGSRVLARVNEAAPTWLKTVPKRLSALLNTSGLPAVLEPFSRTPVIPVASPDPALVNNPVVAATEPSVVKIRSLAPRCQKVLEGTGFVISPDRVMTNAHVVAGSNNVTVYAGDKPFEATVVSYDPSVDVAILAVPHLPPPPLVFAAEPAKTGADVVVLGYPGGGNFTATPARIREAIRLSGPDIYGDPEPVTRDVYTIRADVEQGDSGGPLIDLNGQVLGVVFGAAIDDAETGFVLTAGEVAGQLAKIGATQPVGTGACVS
SARS 3CLpro inh: SARS-CoV 3CLpro protease inhibition. P0C6X7. recombinant SARS-CoV 3CLpro, quenched FRET peptide cleavage. inhibition, % at 6 µM. 290,000 compounds, 0.14% hits. AID 1706; in the data active means inhibition above about 12%
Mtb FBA inh: Mtb fructose-bisphosphate aldolase inhibition | purified M. tuberculosis FBA, fluorescence read-out | 360,000 compounds, 2.3% hits | inhibition, % at 1 µM; in the data active means inhibition above about 27%;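 further: 0% = vehicle and 100% = reference inhibitor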
Target sequence (P9WQA3 whole entry, looked up): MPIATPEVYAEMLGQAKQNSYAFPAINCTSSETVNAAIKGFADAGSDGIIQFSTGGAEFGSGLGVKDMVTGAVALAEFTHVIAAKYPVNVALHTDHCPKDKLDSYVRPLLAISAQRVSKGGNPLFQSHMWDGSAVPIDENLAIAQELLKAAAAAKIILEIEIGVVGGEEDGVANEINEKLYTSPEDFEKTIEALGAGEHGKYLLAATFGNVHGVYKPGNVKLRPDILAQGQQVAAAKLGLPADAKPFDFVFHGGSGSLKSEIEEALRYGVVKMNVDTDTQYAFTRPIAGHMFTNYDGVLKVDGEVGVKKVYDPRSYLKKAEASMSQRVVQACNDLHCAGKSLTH
GDH-TPI inh: GDH-TPI coupled enzyme inhibition counter-screen | inhibition, % at 4.8 µM | 360,000 compounds, 1.2% hits | GDH-TPI coupled enzyme counterscreen, NADH absorbance; in the data active means inhibition above about 30%;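 further: 0% = DMSO wells and 100% = wells lacking the enzyme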
* = called active by the depositor; i = inactive; x = no result given; & = joins results of further samples. Some of the compounds tested; count on the stated rates, not on these rows.

Structure	BH1578 lux ind	Mtb UGM inh	Mtb BioA inh	MazEF act	PriA SSB inh	DUSP3 inh	Rv3671c protease	SARS 3CLpro inh	Mtb FBA inh	GDH-TPI inh
Cc1ccc(CN(Cc2ccccc2)C(=S)NCC(=O)N2CCC3(CC2)OCCO3)o1	-3.1	1.1	x	3.9	4.9	-2.0	-6.4	2.6	0.5	4.3
COc1ccc(C(C2C(=O)CC(C)(C)CC2=O)C2C(=O)CC(C)(C)CC2=O)cc1	-0.4	-0.6	x	-2.0	-0.7	-4.3	3.4	-6.6	-0.4	-7.2
O=C(Cn1c(=O)c2sccc2n(Cc2cccc([N+](=O)[O-])c2)c1=O)NCCc1ccccc1	-0.2	0.0	x	-5.2	-10.8	7.4	5.8	-0.5	-1.3	-7.9
CCc1nnc(NC(=O)c2cc(-c3ccccn3)nc3ccccc23)s1	-0.6	2.3	0.7	5.2	0.9	11.9	-2.2	1.8	-2.4	4.1
Cc1cccc(NC(=O)CSc2nc3ccc(NC(=O)CSc4nnnn4-c4ccccc4)cc3s2)c1C	x	-2.5	x	x	x	-11.1	-19.5	-1.8	x	x
Cc1cc(C)c(C#N)c(SC2CCCCC2=O)n1 (configuration not stated)	-8.3	-0.1	1.4	-5.8	-1.5	10.9	-5.5	-2.0	-0.8	8.3
COc1ccccc1Nc1nc2ccccc2[nH]1	-1.0	1.2	-0.1	6.4	1.3&6.0	18.8	8.2	-0.3	3.2	-0.4
COC(OC)c1ccc(C#N)c(SCc2ccc(C)cc2)n1	-0.8	-1.7	x	-8.8	-3.5	-18.4	-2.1	-2.8	-5.4	10.2
COc1ccc(OCC(=O)Nn2c(-c3ccc(OC)cc3)nc3ccccc3c2=O)cc1	-0.1	-5.2	x	-2.6	-4.9	11.5	11.8	5.3	-1.0	8.6
CCOC(=O)c1c(C)[nH]c(C(=O)COC(=O)CCS(=O)(=O)c2ccc(C)cc2)c1C	-0.3	2.1	x	17.1	-3.3	-8.5	-2.2	-0.3	6.8	7.6
CC(=O)N1CCN(C(=O)CNC(=O)c2ccc(Br)o2)CC1	-0.7	-0.8	-1.5	3.3	5.0	-9.5	-5.7	3.8	-0.9	-3.8
COc1ccc(C(=O)NCc2nnc(SCC(=O)Nc3nc4ccccc4s3)o2)cc1	0.7	-1.4	-2.2	26.3	-7.6	-8.5	-13.2	-5.8	3.2	2.6
O=S(=O)(CCc1nc2ccccc2s1)c1ccc2ccccc2c1	2.4	2.0	-1.1	2.6	7.2	14.5	-8.6	5.2	2.2	4.6
CC1CCCN(C(=O)COC(=O)Cn2cnc3ccccc32)C1 (configuration not stated)	-3.8	1.1	0.5	-8.4	-3.2	x	2.4	x	5.4	6.0
Cc1cc(C)c2cc(CN(CCCN(C)C)C(=S)NCc3ccccc3)c(=O)[nH]c2c1	-1.1	-0.6	x	7.2	2.0	-1.3	-1.7	-0.8	17.0	0.9
Cc1ccc(C(=O)NCc2ccc3c(c2)OCO3)c(C)c1	-0.6	-0.7	1.3	2.8	-3.1	-5.4	0.4	-3.1	152.6*	4.1
O=C(CN1C(=O)NC2(CCOc3ccccc32)C1=O)NCc1ccccc1 (configuration not stated)	-1.7	-3.2	3.1	10.5	-1.9	x	-0.3	x	8.0	9.5
COc1cccc2cc(C(=O)Oc3ccc(NC(C)=O)cc3)c(=O)oc12	-0.1	2.2	x	-0.6	-15.7	14.7	5.4	2.2	-0.6	17.2
CCCCc1nc2cc(Cl)ccc2o1	-0.6	-1.0	-1.0	-18.2	-12.5	39.3	-3.3	-6.2	1.2	2.5
CC1=Nc2ccccc2/C1=C/c1nc(-c2ccc(C)s2)oc1O	1.7	-1.4	x	18.7	-4.7	10.3	-4.1	-2.1	-25.0	-8.5
CCOC(=O)N1CCN(c2c(NCCc3ccc(OCC)c(OCC)c3)c(=O)c2=O)CC1	-0.2	1.8	-2.4	6.1	-4.4	-5.4	-5.2	0.0	-1.8	16.1
Cc1ccc(C(=O)N2CCCC(C(=O)Nc3cccc(-c4ccc(F)cc4)c3)C2)cn1 (configuration not stated)	-0.6	1.5	-0.7	1.0	-7.2	16.6	-4.4	-0.3	-2.9	-1.2
CC1(C)Cc2nc(N3CCOCC3)c(C#N)cc2CO1	i	1.5	x	1.7	-28.5	-18.0	-2.0	-9.7	48.6*	-3.4
CCCCN(C(=O)c1ccc(S(=O)(=O)N2CCCCC2)cc1)C1CCS(=O)(=O)C1 (configuration not stated)	-1.1	x	0.7	-19.5	-4.9	x	x	x	0.5	-6.2
COc1ccc(C(=O)NC(Cc2ccc(OC(=O)c3ccc(OC)cc3)cc2)C(=O)O)cc1 (configuration not stated)	-0.6	0.4	x	1.6	-5.9	19.7	6.5	6.9	3.5	0.6

Carrying on.
SMILES | BH1578 lux ind | Mtb UGM inh | Mtb BioA inh | MazEF act | PriA SSB inh | DUSP3 inh | Rv3671c protease | SARS 3CLpro inh | Mtb FBA inh | GDH-TPI inh
O=C(COC(=O)c1cc([N+](=O)[O-])ccc1N1CCOCC1)c1ccc(F)cc1 | -6.3 | 1.2 | -2.0 | -2.4 | 13.5 | x | -3.4 | x | -1.4 | 6.1
CCOC(=O)CN1C(=O)C(O)(CC(=O)c2ccco2)c2ccccc21 (configuration not stated) | i | 0.5 | 0.7 | 3.4 | 10.7 | 39.7 | -2.4 | -2.8 | 0.4 | 4.8
Cc1cc(Cl)ccc1NC(=S)Nc1ccccn1 | -0.2 | x | x | -2.9 | 0.4 | 2.9 | x | 8.0 | -4.7 | 1.2
CCN(CC)C(=O)COc1ccc2c(-c3ccc(OC)cc3)cc(=O)oc2c1 | -0.7 | 0.9 | 0.6 | 2.6 | 6.2 | 0.3 | 3.1 | 3.1 | 3.2 | 11.1
COc1cc(/C=C/C(=O)O)cc(S(=O)(=O)N(CC(C)C)CC(C)C)c1OC | -0.5 | -2.2 | -0.6 | 2.5 | -5.2 | 14.7 | -9.4 | 4.6 | 1.0 | 9.4
COc1ccccc1S(=O)(=O)Cc1ccc(C(=O)N2CCN(c3ccc(C)cc3)C(C)C2)o1 (configuration not stated) | -0.2 | -4.1 | -1.6 | -1.9 | 9.9 | 23.6 | 11.8 | -0.8 | 9.4 | 12.0
CC(/C=C1\SC(=Nc2cccnc2)NC1=O)=C\c1ccccc1 | -0.3 | 1.0 | -2.6 | -18.9 | 1.3 | -0.7 | -59.0 | 6.6 | 0.3 | 2.3
Cc1cc(OCC(=O)NC(Cc2ccc(Cl)cc2)C(=O)O)c2c3c(c(=O)oc2c1)CCCC3 (configuration not stated) | -0.7 | 1.5 | 2.6 | -0.4 | 2.9 | 0.3 | 1.6 | 6.3 | 70.5* | 13.7

Reprinted at random: five entries already listed
SMILES | BH1578 lux ind | Mtb UGM inh | Mtb BioA inh | MazEF act | PriA SSB inh | DUSP3 inh | Rv3671c protease | SARS 3CLpro inh | Mtb FBA inh | GDH-TPI inh
CCOC(=O)CN1C(=O)C(O)(CC(=O)c2ccco2)c2ccccc21 (configuration not stated) | i | 0.5 | 0.7 | 3.4 | 10.7 | 39.7 | -2.4 | -2.8 | 0.4 | 4.8
CCN(CC)C(=O)COc1ccc2c(-c3ccc(OC)cc3)cc(=O)oc2c1 | -0.7 | 0.9 | 0.6 | 2.6 | 6.2 | 0.3 | 3.1 | 3.1 | 3.2 | 11.1
COc1cc(/C=C/C(=O)O)cc(S(=O)(=O)N(CC(C)C)CC(C)C)c1OC | -0.5 | -2.2 | -0.6 | 2.5 | -5.2 | 14.7 | -9.4 | 4.6 | 1.0 | 9.4
COc1ccccc1S(=O)(=O)Cc1ccc(C(=O)N2CCN(c3ccc(C)cc3)C(C)C2)o1 (configuration not stated) | -0.2 | -4.1 | -1.6 | -1.9 | 9.9 | 23.6 | 11.8 | -0.8 | 9.4 | 12.0
Cc1cc(OCC(=O)NC(Cc2ccc(Cl)cc2)C(=O)O)c2c3c(c(=O)oc2c1)CCCC3 (configuration not stated) | -0.7 | 1.5 | 2.6 | -0.4 | 2.9 | 0.3 | 1.6 | 6.3 | 70.5* | 13.7

New compounds follow:
SMILES | BH1578 lux ind | Mtb UGM inh | Mtb BioA inh | MazEF act | PriA SSB inh | DUSP3 inh | Rv3671c protease | SARS 3CLpro inh | Mtb FBA inh | GDH-TPI inh
Cc1cc(F)ccc1-c1cc(C(=O)NC(C)C)[nH]n1 | -0.4 | x | -0.8 | x | x | x | x | x | -0.2 | 11.9
Cc1ccc(S(=O)(=O)N2CCCN(S(=O)(=O)c3ccc4c(c3)OCCO4)CC2)cc1 | 0.9 | 2.0 | x | -2.7 | -3.9 | -11.1 | -6.0 | 0.6 | 3.1 | 1.4
O=C(Nc1ccc2c(c1)C(=O)N(CC1CCCO1)C2=O)c1cccc(Br)c1 (configuration not stated) | -0.7 | 1.4 | -2.6 | -7.7 | -9.6 | 24.0 | -25.3 | 0.1 | 22.6 | 7.2
CC1(C)CC(=O)c2sc(NC(=O)c3ccco3)nc2C1 | -0.3 | 0.9 | 3.2 | -5.3 | -5.9 | -4.4 | 2.8 | -3.6 | -0.1 | 26.4
COc1ccc(C2CC(=O)CCN2S(=O)(=O)c2ccc(C)cc2)cc1 (configuration not stated) | -1.1 | x | -0.5 | 0.9 | -14.9 | x | x | x | 1.8 | 0.0
CCn1c(C)nnc1SCC(=O)Nc1cccc(Cl)c1 | 1.5 | 1.3 | 1.6 | -3.4 | 0.0 | -3.8 | 2.4 | 3.5 | 0.6 | -4.4
COC(=O)COc1ccc(S(=O)(=O)Nc2ccc(C(N)=O)cc2)cc1Cl | -0.3 | 0.6 | 3.1 | 7.8 | -10.8 | -11.1 | -8.4 | -3.0 | -2.2 | 9.5
O=C(c1sc2cc([N+](=O)[O-])ccc2c1Cl)N1CCOCC1 | -0.3 | 0.2 | x | -3.2 | -14.2 | 0.1 | 0.2 | -3.8 | -1.5 | 9.1
COc1cc(OC)cc(C(=O)N[C@H](C(=O)OCC(=O)Nc2ccc(F)c(F)c2)C(C)C)c1 | -0.4 | 1.3 | x | -0.5 | -12.0 | 5.4 | -8.0 | 1.8 | -0.2 | 1.4
Cc1nnc(Nc2ccc(C(=O)N3CCOCC3)cc2)c2ccccc12 | -0.9 | -1.3 | 0.0 | -13.4 | -13.6 | 15.6 | -3.0 | -1.0 | 6.5 | 26.7
COc1ccc(Nc2ncnc3c2cnn3Cc2ccccc2)cc1OC | -1.2 | 0.5 | x | -1.5 | 10.0 | 12.1 | -2.6 | -2.0 | 3.6 | 18.3
COC(=O)c1[nH]c2ccccc2c1NC(=O)CCN1CCSCC1 | -1.6 | -0.6 | 0.2 | 3.1 | -14.9 | 12.1 | -1.9 | -3.4 | 5.5 | 17.7
O=C(Nc1cc(-c2nn(CC(=O)N3CCCCC3)c(=O)c3ccccc23)ccc1N1CCOCC1)c1ccc(Cl)cc1 | i | -2.1 | -0.5 | -18.9 | -5.7 | 13.2 | 0.1 | -10.8 | -1.4 | 3.9
CCOc1ccc(NC(=O)COC(=O)C2COc3ccccc3O2)cc1 (configuration not stated) | -0.5 | x | -1.4 | 8.9 | x | x | x | x | -0.5 | 5.8
CCC(=O)Oc1ccc(NC(=O)CSCc2ccccc2)cc1 | i | 1.8 | x | 2.0 | -0.5 | 24.7 | -1.1 | 1.8 | 0.9 | 0.8
Cc1nn(CC(C)C)c(Cl)c1C(=O)NC1CCCCC1 | -2.0 | x | x | 3.1 | -8.1 | x | x | x | 0.8 | 0.3
O=C(CN1CCN(C(=O)c2ccco2)CC1)Nc1ccccc1-c1ccccc1 | i | 0.2 | 1.2 | 3.6 | 2.5 | 21.1 | 8.6 | 0.8 | -0.7 | -1.4
N=C1/C(=C/c2cccs2)C(=O)N=C2SN=C(SCc3ccccc3)N12 | -0.3 | 3.2 | -0.4 | -11.1 | -1.4 | 19.2 | -48.2 | -1.5 | 2.3 | 19.1
COCCn1c(=S)[nH]c2cc(C(=O)N3CCN(c4ccccc4OC)CC3)ccc2c1=O | i | 2.7 | x | -1.7 | 2.5 | 4.6 | 0.3 | 2.4 | -0.3 | -3.0
CCCN1C(=O)S/C(=C\c2ccc(N3CCOCC3)o2)C1=O | 0.1 | 0.9 | x | i | -8.1 | 10.8 | -10.6 | 2.3 | -3.0 | 5.4
COCCNC(=O)c1ccccc1N(Cc1ccccc1)S(=O)(=O)c1ccc(C)cc1 | -0.6 | -1.5 | x | 7.0 | 1.8 | 4.0 | -1.7 | 3.5 | -2.6 | -0.6
